# Screening results (PubChem BioAssay)
# Tau ThT inhib: qHTS for Inhibitors of Tau Fibril Formation, Thioflavin T Binding. Microtubule-associated protein tau (Homo sapiens), P10636. recombinant tau K18 P301L, heparin-induced fibrillization, ThT fluorescence. Potency, µM (highest dose often 57.4 µM), for the others: top-dose activity, negative = inhibition, usual class: inhibitors. 2.1% of 270,000 active. AID 1460, 2008; note: nearly all actives have a fitted effect of over 55% in size
# Target sequence (P10636 561-689 P618L limits assumed): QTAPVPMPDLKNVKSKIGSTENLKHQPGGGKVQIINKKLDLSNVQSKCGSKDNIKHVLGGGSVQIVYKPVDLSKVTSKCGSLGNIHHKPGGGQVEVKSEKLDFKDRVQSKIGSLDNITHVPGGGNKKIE
#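 Recombinant human tau K18 fragment […] carrying P301L, 15 uM unlabeled plus 0.24 uM Alexa 594-labeled, was fibrillized with 20 uM heparin in 100 mM sodium acetate pH 7 for 6 hr at 37 C; 30 uM ThT fluorescence read after 1 hr.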
# Tau fluor cs: Counterscreen qHTS for Inhibitors of Tau Fibril Formation, Fluorescence Polarization; tau K18 P301L Alexa594 fluorescence, heparin fibrillization; Potency, µM (top dose mostly 57.7 µM), for inactives: at the highest dose activity change, negative = decrease; 0.93% of 280,000 active; note: nearly all actives have a fitted effect of over 55% in size
#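 Human tau K18 P301L (15 uM unlabeled, 0.24 uM Alexa 594-labeled) in 100 mM sodium acetate pH 7 with 20 uM heparin, 6 hr at 37 C. ThT 30 uM added, 1 hr ambient; Alexa 594 FP and total fluorescence read at 555/632 nm.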
# Tau fibril FP: qHTS for Inhibitors of Tau Fibril Formation, Fluorescence Polarization; Microtubule-associated protein tau (Homo sapiens), P10636; K18 P301L tau heparin fibrillization, Alexa594 FP, 6 h; Potency, µM (series often up to 57.7 µM), inactives show top-dose activity, negative = inhibition, usual class: inhibitors; 0.39% of 280,000 active; AID 1468, 2008; note: nearly all actives have a fitted effect of over 55% in size
#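 Steps: dispense K18 P301L tau (15 uM plus 0.24 uM Alexa 594 tracer, final) in pH 7 sodium acetate; add compound; add heparin (20 uM final); incubate 6 hr, 37 C; add ThT (30 uM final); after 1 hr ambient, read FP.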
# An asterisk follows results filed as active; ? = inconclusive; [ ] = dose if it differs, or a comment. Calls come from the whole dose curve; as a rule, active = well fitted curve in the direction sought with a large enough effect; inconclusive = small, poorly fitted or top-dose-only effect, or another doubt; inactive = no such curve, though single readings can be large; an effect the other way counts as inactive or inconclusive. % is set by controls: 0 for no effect and ±100 for the full control effect; potency is the fitted concentration of half-maximal effect.
mol	Tau ThT inhib	Tau fluor cs	Tau fibril FP
Cc1ccc2[nH]c3c(=O)n(CC(=O)NCc4ccco4)ncc3c2c1	-3.4%	-8.8%	-14.2%
CSc1cccc(NS(=O)(=O)c2cn(C)c(C)n2)c1	-4.1%	-6.4%	3.0%
O=C(CN1N=C(c2ccc(Cl)cc2)CCC1=O)NCCc1ccccc1	-0.2%	-12.9%	5.5%
O=C(NCc1cccs1)c1ccc(CSc2nc3cccnc3n2Cc2ccccc2F)cc1	3.1%	-20.4%	-3.5%
COc1ccc(N2CCN(C(=O)c3c(C)oc4ncnc(N5CCCCC5)c34)CC2)cc1	-2.0%	-5.9%	-1.5%
Cc1oc2ncn(CC(C)C)c(=O)c2c1C(=O)NCc1cccc(Cl)c1	2.4%	-19.0%	-2.1%
COc1ccc(Cl)cc1NC(=O)c1c(NCc2cccnc2)sc2c1CCC(C)C2 (stereo not drawn)	?	?	-13.2%
COc1cccc(NC(=O)Cc2csc(COc3cccc(C)c3)n2)c1	?	-29.5%	-6.4%
COc1ccc2c(CNCc3cccs3)c(C(=O)O)n(Cc3ccccc3C)c2c1	1.9%	-14.7%	-4.9%
CCOC(=O)C1CCN(c2nc3c(S(=O)(=O)c4ccc(Br)cc4)nnn3c3ccsc23)CC1	-2.2%	-20.8%	-1.4%
CCOC(=O)c1[nH]c(C)c(CCC(=O)Nc2cccc(SC)c2)c1C	-8.0%	-29.1%	1.2%
CCc1c(-c2ccccc2)nc2ccccc2c1C(=O)NCc1ccc(C)cc1	-17.1%	-1.5%	8.6%
COC(=O)c1ccc(NC(=O)N2CCN(Cc3cc(=O)n4nc(-c5ccc(C)cc5)sc4n3)CC2)cc1	-15.1%	-1.8%	0.3%
CCOc1ccc(CNC(=O)c2cc3ccccn3n2)cc1OC	-6.6%	-8.4%	-0.1%
CC(C)Oc1ccc(C(=O)NCC(c2ccc(N(C)C)cc2)N2CCCC2)cc1 (stereo not drawn)	?	-12.1%	-3.2%

# Following part
mol	Tau ThT inhib	Tau fluor cs	Tau fibril FP
CCOC(=O)c1ccccc1NC(=O)Cn1ncc2c([nH]c3ccccc32)c1=O	-11.6%	-7.8%	-8.6%
O=C(c1ccc2c(c1)N(Cc1cccc(Cl)c1)C(=O)c1ccccc1S2(=O)=O)N1CCc2ccccc21	-2.1%	-3.6%	-7.9%
CCOc1ccc(C(=O)Nc2ccc(-n3nncc3-c3ccc(OC)cc3)cc2)cc1	0.6%	-23.7%	-7.1%
CCN1CCc2c(sc(-n3cccc3)c2C(C)NC(=O)Nc2cc(Cl)c(OC)cc2OC)C1 (stereo not drawn)	?	?	11.8%
CCC(NC(=O)Nc1cc(Cl)ccc1OC)c1c(-n2cccc2)sc2c1CCN(C)C2 (stereo not drawn)	?	?	?
CC(C)c1ccc(S(=O)(=O)c2nnn3c2nc(NCCc2ccccc2)c2sccc23)cc1	17.5%	-25.3%	?
COc1cccc(CNC(=O)CCS(=O)(=O)c2cc3c4c(c2)CCN4C(=O)CC3)c1	-2.5%	1.7%	1.1%
CC(=O)c1ccc(NC(=O)CCc2c(C)nn(-c3ccc(N4CCOCC4)nn3)c2C)cc1	?	3.0%	2.5%
CC(C)c1ccc(C2=CC(c3cccc(Cl)c3)n3ncnc3N2)cc1 (stereo not drawn)	?	-15.6%	-7.4%
CCCCNC(=O)c1cnc2sc(N3CCCCCC3)nn2c1=O	-3.1%	2.3%	-4.0%
CCc1ccc(-n2nc(C)c3c(C)cc(=O)n(CC(=O)Nc4ccc(C(C)=O)cc4)c32)cc1	17.2%	-7.0%	-10.0%
COc1cccc(-c2nnc(SCC(=O)N(C)C3CCCCC3)o2)c1	-7.9%	-8.0%	9.4%
COc1ccc(-c2cn3c(n2)sc2cc(C(=O)NCc4cccc(F)c4)ccc23)cc1	-9.3%	-1.7%	-2.9%
CCc1cccc(C)c1NC(=O)C(CC)Sc1nncn2c1cc1occc12 (stereo not drawn)	-16.2%	-15.3%	-7.5%
Cc1ccc(-n2nnc(-c3nsc(NC(=O)c4ccccc4)n3)c2C)cc1	-11.2%	-2.2%	?

# The listing continues:
mol	Tau ThT inhib	Tau fluor cs	Tau fibril FP
CNS(=O)(=O)c1cn(CC(=O)Nc2cccc(C(F)(F)F)c2)cc1S(=O)(=O)NC	7.6%	-6.7%	1.0%
CC(C)NC(=O)N1[C@H](c2cccs2)[C@@H](C)C(=O)[C@@H](C)[C@@H]1c1cccs1	-0.9%	3.0%	2.3%
Cc1ccc(NC(=O)c2ccc(CNS(=O)(=O)c3ccc4c(c3)C(C)(C)C(=O)N4C)cc2)cc1	-9.2%	-26.8%	-8.9%
COc1ccc(NC(=O)CN2C(=O)CCc3cc(S(=O)(=O)N4CCOCC4)ccc32)c(OC)c1	-14.3%	-19.3%	0.7%
Cn1nc(C(=O)NCc2ccc(Cl)cc2)c2c1-c1ccccc1SC2	-7.8%	-10.3%	?
CCn1cc(C(=O)NCc2ccc(C)cc2)c(=O)c2cc(S(=O)(=O)N3CCCCCC3)ccc21	-9.5%	-13.1%	-1.1%
Cc1ccn2c(=O)cc(COc3ccc(NC(=O)COc4ccc(Cl)cc4)cc3)nc2c1	?	-6.5%	0.4%
O=C(Cc1ccc(-c2ccccc2)cc1)NCCS(=O)(=O)N1CCN(c2cccc(Cl)c2)CC1	-9.5%	0.5%	-8.6%
Cc1ccc(Cl)cc1NC(=O)CSc1nc2ccccc2c2nc(-c3ccccc3)nn12	6.2%	3.6%	-11.6%
O=S(=O)(Nc1cccc(-c2ccc(N3CCCC3)nn2)c1)c1cc(F)ccc1F	-0.8%	3.3%	3.0%
CCOc1ccc(C2CC(c3c(O)n(C4CCCCC4)c(=O)[nH]c3=O)=Nc3ccccc3S2)cc1 (stereo not drawn)	-1.7%	-10.7%	15.7%
Cc1noc(-c2ccccc2OCC(=O)Nc2ccccc2[N+](=O)[O-])n1	?	-28.2%	6.3%
O=C(Nc1ccc(Cl)cc1Cl)c1cc(S(=O)(=O)N2CCc3ccccc32)ccc1F	3.9%	-10.6%	-17.1%
CCOC(=O)c1c(S(=O)(=O)N2CCCC(C(=O)NCc3cccc(OC)c3)C2)c(C)n(C)c1C (stereo not drawn)	11.1%	15.3%	6.4%
Cc1cccc(N2CCN(S(=O)(=O)c3cc(C(=O)Nc4ccc(Oc5ccccc5)cc4)ccc3F)CC2C)c1 (stereo not drawn)	4.4%	-24.1%	?

# New compounds follow
# Results follow in this order: Tau ThT inhib | Tau fluor cs | Tau fibril FP
Cc1cccc(OCC(=O)Nc2c(C(=O)N3CCN(c4ccccc4)CC3)oc3ccccc23)c1
→ 3.2% | -3.0% | 6.1%
CC(=O)c1cccc(NC(=O)C2CCN(c3ncnc4c3nc3n4CCCCC3)CC2)c1
→ 0.2% | -10.6% | -0.7%
COc1cc(OC)c(NC(=O)C(C)n2c(=O)cc(-c3ccccc3)c3c(C)nn(C)c32)cc1Cl (stereo not drawn)
→ ? | -18.9% | 3.8%
COc1cccc(CNC(=O)c2ccc3c(c2)sc2nc(-c4cccc(OC)c4)cn23)c1
→ 3.9% | -3.9% | -12.5%
CC(C)c1ccc(NC(=O)c2cc(S(=O)(=O)NCCC3=CCCCC3)ccc2F)cc1
→ -1.4% | -24.7% | -6.3%
CCCCc1ccc(NC(=O)CSc2nc(=O)[nH]c3c2CCCC3)cc1
→ ? | -14.8% | -0.9%
CCN(CCCNC(=O)Cn1ncc2c([nH]c3ccc(C)cc32)c1=O)c1cccc(C)c1
→ 10.2% | -3.2% | -0.5%
CC1CCN(c2nc3c(S(=O)(=O)c4ccc(Cl)cc4)nnn3c3ccsc23)CC1
→ -9.4% | -26.4% | -8.4%
CCOC(=O)c1cccc(NC(=O)c2ccc3c(c2)nnn3CC)c1
→ ? | -19.6% | -9.6%
Cc1ccc(NC(=O)c2ccc(-n3c(C)nnc3C)cc2)cc1F
→ -7.3% | -17.3% | -10.3%

# Next compounds follow:
# Results follow in this order: Tau ThT inhib | Tau fluor cs | Tau fibril FP
Cc1ccc(CNC(=O)C(C)n2c(=O)cc(-c3ccccc3)c3c(C)nn(C)c32)cc1 (stereo not drawn)
→ -8.7% | -0.2% | 4.1%
CC(=O)Nc1ccc(S(=O)(=O)N2CCC(N3CCN(Cc4ccc(C)cc4)C(=O)C3=O)CC2)cc1
→ 2.9% | -11.1% | -16.4%
O=C(NCC(c1ccco1)S(=O)(=O)c1ccc(Cl)cc1)c1ccc(C(F)(F)F)cc1 (stereo not drawn)
→ -5.5% | -20.4% | -11.2%
O=C(Nc1c2c(nn1-c1ccc(Cl)cc1)CS(=O)(=O)C2)c1ccc(Br)cc1
→ -7.0% | -29.6% | -24.9%
CCOc1ccc(CNC(=O)c2ccc3nc(CC)c(CC)nc3c2)cc1
→ -6.4% | -11.5% | 2.1%
CCC1CCCCN1S(=O)(=O)c1ccc2c(c1)CCCN2C(C)=O (stereo not drawn)
→ -0.8% | -2.8% | -11.3%
COc1ccccc1N1CCN(S(=O)(=O)c2c(C)nc3sccn3c2=O)CC1
→ -3.1% | -8.2% | -3.8%
COc1ccccc1N1CCN(C(=O)c2cnn(-c3cccc(Cl)c3)c2C2CCN(C(=O)OC(C)(C)C)CC2)CC1
→ -12.6% | -5.3% | -4.5%
Cc1ccc(CNc2ncnc3c2cnn3-c2ccc(C)cc2C)cc1
→ ? | ? | -5.9%
Cc1nc2c(C(=O)NCc3ccccc3Cl)cnn2c(C)c1Cc1c(F)cccc1Cl
→ -3.7% | 3.9% | -1.7%

# Next records.
# Results follow in this order: Tau ThT inhib | Tau fluor cs | Tau fibril FP
CC1CCN(c2nn3c(=O)c(C(=O)NCCc4ccc(Cl)cc4)cnc3s2)CC1
→ -4.8% | -8.2% | -3.7%
COc1ccccc1CNC(=O)CSc1nnc(C)c2c(C)n(-c3ccccc3)nc12
→ ? | -14.1% | -4.0%
Cc1ccc(Nc2nc3ccc(C(=O)c4ccccc4)cc3n3c(C)nnc23)c(C)c1
→ -3.9% | -1.1% | 4.5%
CCOC(=O)c1cnn(-c2ccc(C(=O)Nc3ccc(C(C)=O)cc3)cc2)c1N
→ ? | -14.9% | -6.5%
CCOC(=O)C(CC)Sc1nnc2[nH]c(=O)cc(C)n12 (stereo not drawn)
→ -6.3% | 4.3% | -6.5%
O=S(=O)(NCCc1csc(-c2ccc(F)cc2)n1)c1ccc(F)cc1F
→ 5.4% | -12.1% | -4.0%
CCOC(=O)c1cc(-c2ccc(OC)cc2)n(CCC(=O)NC2CCC(C)CC2)c1C (stereo not drawn)
→ -16.6% | -23.4% | 8.9%
CN(C)c1ccc(CNC(=O)CCn2c(=O)c3cccn3c3ccc(F)cc32)cc1
→ 2.4% | 8.4% | -15.6%
COc1ccc(-c2nn(C)c3sc(C(=O)Nc4cccc(F)c4)cc23)cc1OC
→ -6.0% | ? | 12.6µM*
COc1ccc(-c2cc3ccc(O)c(CN4CCN(C)CC4)c3oc2=O)cc1OC
→ ? | 3.5% | 2.8%

# Additional results:
# Results follow in this order: Tau ThT inhib | Tau fluor cs | Tau fibril FP
COc1ccc(C)cc1NC(=O)NCc1ccc2c(c1)CCN2C(=O)c1ccccc1
→ -11.6% | -24.0% | 1.9%
CCOc1ccc(NC(=O)N2CCC(n3c(C)nc4cccnc43)CC2)cc1
→ -12.6% | -5.4% | 2.1%
COc1ccc(CCNc2ncnc3c2cnn3-c2cccc(Cl)c2)cc1
→ ? | ? | ?
COc1ccc(Nc2cc(C(=O)NCCCN(C)Cc3ccccc3)c3ccccc3n2)cc1
→ ? | 12.6µM*[quencher] | ?
Cc1c(C(=O)N2CCC(C)CC2)c(S(=O)(=O)Nc2ccc(OC(F)(F)F)cc2)c(C)n1C
→ -13.5% | -16.0% | -3.5%
CCOC(=O)c1cccc(NC(=O)N2CC=C(c3c[nH]c4ccccc34)CC2)c1
→ ? | 12.6µM*[quencher] | -6.4%
COCCn1c(C)cc(O)c(C(c2ccc(Cl)cc2)N2CCN(c3ccccc3)CC2)c1=O (stereo not drawn)
→ -17.3% | 2.5% | -11.9%

# 3 entries already listed, sorted by length of the SMILES, descending:
# Results follow in this order: Tau ThT inhib | Tau fluor cs | Tau fibril FP
COCCn1c(C)cc(O)c(C(c2ccc(Cl)cc2)N2CCN(c3ccccc3)CC2)c1=O (stereo not drawn)
→ -17.3% | 2.5% | -11.9%
CCOC(=O)c1cccc(NC(=O)N2CC=C(c3c[nH]c4ccccc34)CC2)c1
→ ? | 12.6µM*[quencher] | -6.4%
COc1ccc(C)cc1NC(=O)NCc1ccc2c(c1)CCN2C(=O)c1ccccc1
→ -11.6% | -24.0% | 1.9%

# The list is partial (hit frequency here may not be typical).
